Assay outcomes as filed in PubChem.
RGS4-Gao reg – modulators of RGS4 binding to Galphao, primary screen, biochemical, multiplexed bead flow cytometry; Guanine nucleotide-binding protein G(o) subunit alpha (Homo sapiens), P09471; actives lie on both sides; binding response (% of control), % at 10 µM; 220,000 tested, 0.33% active; AID 1415, 2008; in the data active means binding response below about 49% or above about 150%; inactive means in between;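 further: fluorescent Galphao activated with aluminum fluoride binding bead-coupled RGS4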
Target sequence (P09471 whole entry, looked up): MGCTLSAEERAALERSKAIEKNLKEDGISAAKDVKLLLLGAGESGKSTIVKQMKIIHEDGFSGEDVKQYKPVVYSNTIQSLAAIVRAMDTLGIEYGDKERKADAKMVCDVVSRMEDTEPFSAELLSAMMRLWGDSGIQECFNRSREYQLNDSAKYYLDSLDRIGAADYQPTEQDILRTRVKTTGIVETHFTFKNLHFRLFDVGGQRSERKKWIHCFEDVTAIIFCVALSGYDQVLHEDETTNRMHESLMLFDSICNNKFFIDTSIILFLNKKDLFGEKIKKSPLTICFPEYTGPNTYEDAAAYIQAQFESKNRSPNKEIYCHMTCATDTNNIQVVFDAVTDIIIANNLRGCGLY
Bim-Bcl-XL – inhibitors of Bim-Bcl-XL binding, primary screen, biochemical, multiplexed, bead flow cytometry, human Bcl-XL; Bcl-2-like protein 1 (Homo sapiens), Q07817; Bim peptide-Bcl-XL binding, fluorescence; inhibition, % at 10 µM; 190,000 tested, 0.04% active; AID 1007, 2008
Bfl-1 Bim block – inhibitors of Bim binding to Bfl-1, primary screen, biochemical, multiplexed, bead-based flow cytometry. AID 1008, 2008. Bcl-2-related protein A1 (Homo sapiens), Q16548. 190,000 tested, 0.12% active. Bim-Bfl-1 binding inhibition. inhibition, % at 10 µM;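 further: 0% = wells without compound plus tracer and 100% = blocker peptide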
ABCB1 block – ABCB1 efflux pump inhibitors, primary screen, cell-based, multiplex, flow cytometry, ABCG2 counter-screen. ATP-dependent translocase ABCB1 (Homo sapiens), P08183. CCRF-Adr cells, JC-1 efflux. inhibition, % at 6.6 µM. 190,000 tested, 0.067% active. AID 1326, 2008; in the data active means inhibition above about 40%;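 further: 0% = vehicle and 100% = reference inhibitor; higher value means more JC-1 retained so stronger ABCB1 efflux block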
Bim-Mcl-1 – inhibitors of Bim peptide binding to Mcl-1, primary screen, biochemical, bead-based flow cytometry, multiplex; Induced myeloid leukemia cell differentiation protein Mcl-1 (Homo sapiens), Q07820; Bim peptide-Mcl-1 binding; inhibition, % at 10 µM; 190,000 tested, 0.1% active; AID 1009, 2008;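 further: 0% = no compound tracer wells and 100% = peptide blocker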
Target sequence (Q07820 whole entry, looked up): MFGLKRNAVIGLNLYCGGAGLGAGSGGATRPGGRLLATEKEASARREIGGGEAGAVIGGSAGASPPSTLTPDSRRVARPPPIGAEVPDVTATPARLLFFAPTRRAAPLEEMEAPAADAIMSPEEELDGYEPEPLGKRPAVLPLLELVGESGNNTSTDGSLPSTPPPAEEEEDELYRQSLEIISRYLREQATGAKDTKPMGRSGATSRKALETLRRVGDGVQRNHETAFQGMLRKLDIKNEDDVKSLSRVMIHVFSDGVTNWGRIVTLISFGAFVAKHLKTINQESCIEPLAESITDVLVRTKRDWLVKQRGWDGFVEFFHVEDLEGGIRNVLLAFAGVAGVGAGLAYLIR
RGS7-Gao reg – RGS7-Galphao binding modulators, primary screen, biochemical, multiplexed bead flow cytometry | actives lie on both sides | binding response (% of control), % at 10 µM | 220,000 tested, 0.35% active | AID 1439, 2008; in the data active means binding response below about 49% or above about 150%; inconclusive means no clear call, values can overlap the other calls; inactive means in between;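 further: fluorescent Galphao held in activated GDP-AlF4 state binding bead-coupled RGS7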
Bim-Bcl-W – inhibitors of Bim binding to Bcl-W, primary screen, biochemical, multiplexed, bead-based flow cytometry; Bcl-2-like protein 2 (Homo sapiens), Q92843; Bim peptide-Bcl-W binding; inhibition, % at 10 µM; 190,000 tested, 0.02% active;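 further: 0% = bound tracer without compound and 100% = peptide blocker; higher means less fluorescent Bim peptide bound to Bcl-W beads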
Target sequence (Q92843 whole entry, looked up): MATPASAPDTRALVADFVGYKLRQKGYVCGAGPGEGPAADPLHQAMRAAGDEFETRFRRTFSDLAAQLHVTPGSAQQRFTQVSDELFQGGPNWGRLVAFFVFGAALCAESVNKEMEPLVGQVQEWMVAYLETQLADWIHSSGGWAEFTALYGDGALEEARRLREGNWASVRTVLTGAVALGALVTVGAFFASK
ABCG2 inh – ABCG2 efflux pump inhibitors, primary screen, multiplex with ABCB1, IgMXP3 cells, flow cytometry; AID 1325, 2008; 190,000 tested, 0.1% active; inhibition, % at 6.6 µM; JC-1 efflux; Broad substrate specificity ATP-binding cassette transporter ABCG2 (Homo sapiens), Q9UNQ0;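 active means inhibition above 80%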;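 further: 0% = DMSO and 100% = nicardipine control wells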
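Times: 10 min at 25 °C | Test system: Two drug-resistant human cell lines, ABCG2 and ABCB1 | Quantity: 3 million cells/mL final, two lines in 1:1 ratio | Signal: Flow cytometry, 530 nm JC-1 signal | Dosing: Compound at 6.6 µM | Controls: Nicardipine and DMSO wells | Reagent: JC-1 as fluorescent efflux pump substrate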
RGS8-Gao – RGS8-Galphao binding modulators, primary screen, biochemical, multiplexed bead flow cytometry | AID 1423, 2008 | response (percent of control binding), % at 10 µM | actives lie on both sides | Guanine nucleotide-binding protein G(o) subunit alpha (Homo sapiens), P09471 | 220,000 tested, 0.34% active; in the data active means response below about 60% or above about 140%; inactive means in between;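 further: Galphao activated as the GDP aluminium fluoride complex binding bead-coupled RGS8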
Bcl-B Bim block – inhibitors of Bim-Bcl-B binding, primary screen, biochemical, multiplexed, human Bcl-2 family; bead-based flow cytometry, Bim peptide-Bcl-B binding; 190,000 tested, 0.073% active; inhibition, % at 10 µM; AID 951, 2007;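 further: 0% = tracer peptide without compound and 100% = reference inhibitor peptide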
Bim-Bcl-2 – inhibitors of Bim-Bcl-2 binding, primary screen, biochemical, multiplexed, human Bcl-2 family; Bead-based flow cytometry, Bim peptide-Bcl-2 binding; inhibition, % at 10 µM; 190,000 tested, 0.06% active; in the data active means inhibition above about 40%; inconclusive means no clear call, values can overlap the other calls;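 further: 0% = no compound wells with probe peptide and 100% = reference peptide inhibitor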
* marks the source's active call; other numbers are inactive results; ? = inconclusive. Unless noted, no stated cut-off is given here; in the data, active means inhibition above about 40%.

SMILES	RGS4-Gao reg	Bim-Bcl-XL	Bfl-1 Bim block	ABCB1 block	Bim-Mcl-1	RGS7-Gao reg	Bim-Bcl-W	ABCG2 inh	RGS8-Gao	Bcl-B Bim block	Bim-Bcl-2
CN(Cc1ccccc1)C(=O)CN(Cc1ccccc1)S(C)(=O)=O	98	0	2	0.6	1	98	-1	1	101	-2	-9
COc1ccc(S(=O)(=O)Nc2cc3c4c(oc3c3ccccc23)CCCC4=O)cc1	98	-14	-10	6.2	-28	99	1	27	100	-20	-12
CC(C)Oc1ccc(C2CC(=O)N(c3ccc(C(=O)O)cc3)C2=O)cc1 (stereo unspecified)	99	1	-4	0.0	0	103	-2	0	104	0	-2
Cc1nn(C(C)C(=O)NCc2ccccc2Cl)c(=O)c2c1sc1ccccc12 (stereo unspecified)	101	-1	-8	0.7	0	104	0	4	98	-10	-8
O=C(NCc1ccccn1)C1CCN(S(=O)(=O)c2cccs2)CC1	104	2	0	0.4	0	102	1	1	101	2	3
CC(=O)c1ccc2c(c1)N(C)c1ccccc1S2	96	-3	6	0.8	0	97	-1	16	91	-17	0
S=c1nccc(-c2cccs2)[nH]1	97	-3	-1	-0.3	-5	98	-2	1	97	-25	-2
CC(C)NCCCOc1ccc(Cl)cc1Br	108	0	-2	0.5	-5	110	-5	2	121	0	-1
COc1cccc(NC(=S)N(Cc2cccc(Br)c2)CC2CCC(C(=O)O)CC2)c1 (stereo unspecified)	102	-4	-4	0.1	-2	99	-4	1	102	-10	-3
O=C(c1ccco1)N1CCN(C(=O)c2cccs2)CC1	103	-4	-12	0.4	2	104	4	2	104	-5	-5
O=C(c1cc([N+](=O)[O-])cc([N+](=O)[O-])c1)N(Cc1nnc(-c2ccccc2Cl)o1)C1CC1	100	-6	-6	2.4	-3	109	-4	10	102	-6	-5
CCOCCCNC(=O)C(c1ccc(OC)cc1)N(Cc1ccc2c(c1)OCO2)C(=O)CNC(C)=O (stereo unspecified)	103	-1	-14	0.1	0	102	2	-3	110	-3	-7
Cc1ccc(OCCN2CCN(C(=O)CCC(=O)Nc3nnc(C)s3)CC2)cc1	99	-7	-11	0.4	-6	99	-7	1	98	-12	-10
COc1cc(/C=C/C(=O)OCC(=O)N2CCOCC2)ccc1OCC#N	95	-4	-4	0.2	-1	97	-3	0	92	-7	-2
COc1ccc(NC(=O)C(=O)NCCCn2ccnc2)cc1	104	1	-2	0.1	3	101	0	0	101	0	1
Cc1ccc(/C=N/Nc2cccc3cccnc23)c(O)c1	99	-10	-20	1.6	-6	99	-2	31	101	-11	-16
COC(=O)C1CCN(C(=O)c2c(-c3ccccc3Cl)noc2C)CC1	97	-5	-8	1.0	0	98	2	2	96	-4	-5
CCc1ccc(C(C)NC(=O)Cc2ccc(F)cc2)cc1 (stereo unspecified)	97	-3	-4	1.4	-1	96	-2	1	99	-3	-4
Cc1cc2n(n1)C(c1ccco1)Nc1ccccc1-2 (stereo unspecified)	100	2	-1	0.5	0	99	-2	2	99	0	0
O=C1NC2(CCCCC2)N=C1c1ccccc1	98	-1	0	0.2	0	105	1	0	100	2	-2
CCOC(=O)Cc1csc(NC(=O)c2ccc(Cl)nc2)n1	98	-1	-1	-0.1	-3	101	0	-1	102	-1	0
Cc1ccc(OCCn2c(NC(=O)c3ccco3)nc3ccccc32)cc1	94	0	-1	-2.5	-7	99	-4	-4	94	-4	-2
Cc1ccc(Cl)cc1NC(=S)N1CCC(c2ccccc2)C1 (stereo unspecified)	101	0	0	0.3	1	100	3	3	103	-3	0
O=C(O)c1ccc(NC(=O)C2C3CCC(C3)C2C(=O)O)cc1 (stereo unspecified)	97	-2	-4	0.3	-1	99	2	2	101	-5	-5
Cc1noc(C)c1C(c1ccccc1)S(=O)(=O)c1ccccc1 (stereo unspecified)	102	-7	-13	1.0	-2	101	-4	9	99	-6	-6
CCOc1ccc(C(=O)c2cnc3ccccc3c2N2CCN(CC)CC2)cc1	92	0	-5	1.4	1	?	-2	1	97	-2	-2
O=C(CCc1ccc(O)c(O)c1)NNC(=S)Nc1ccc(Br)cc1Cl	100	-2	-2	0.3	0	102	0	2	99	-11	3
FC(F)(F)c1ccc(N2CCOCC2)c(Nc2nc3ccccc3n3cnnc23)c1	100	-2	-1	1.3	1	104	-1	15	100	-5	0
O=C(O)c1ccc(CNC(=O)c2ccc(C(F)(F)F)cc2)cc1	99	-1	-11	0.4	-2	98	-4	4	103	-6	-6
COc1ccc(OC)c(C(O)c2nc3ccccc3n2C(C)C)c1 (stereo unspecified)	100	-15	-19	1.5	-8	99	-3	9	100	-12	-12
COc1ccc(C(=O)OCC(=O)Nc2cc(S(=O)(=O)N3CCOCC3)ccc2N2CCCC2)cc1	100	-1	-6	2.8	1	?	-1	4	102	-4	-1
COc1ccc(/C=N/Nc2nc3ccccc3o2)cc1O	99	-2	-11	1.7	-4	97	0	10	96	-6	-10
O=C(O)CCSc1nnc(-c2cccnc2)n1-c1ccccc1	98	-2	0	0.0	0	98	-1	0	98	-3	-4
O=C(Nc1ccc(N2C(=O)C3C4C=CC(C4)C3C2=O)cc1)Nc1nnc(C(F)(F)F)s1 (stereo unspecified)	95	-4	-11	-2.5	0	92	-1	-3	97	-8	-8
CN(C)S(=O)(=O)c1cccc(CSc2cccc[n+]2[O-])c1	102	-6	-15	0.1	0	103	0	0	102	-5	-8
O=C(c1cnn(-c2ccccc2)c1)c1ccccc1O	90	-5	-8	0.8	-2	86	-5	42	94	-8	-6
COc1cc(NC(=S)NC(=O)c2cc(C)cc(C)c2)ccc1NC(=O)c1cccs1	102	-6	-3	-0.3	20	102	-2	1	105	-18	-5
Cc1cccc(Nc2nnc(SCC(=O)N(C)C3CCS(=O)(=O)C3)s2)c1C (stereo unspecified)	101	-1	0	0.1	-3	102	-1	7	102	-1	-1
C=C(C)[C@H]1CC=C(C)/C(=N/NC(=O)CNc2ccccc2OC)C1	102	0	-2	0.5	0	100	3	6	100	-1	1
O=C(/C=C/Nc1ccc(Nc2ccccc2)cc1)c1cccs1	98	0	2	-0.3	-1	98	0	1	100	-3	3
COc1ccc(-n2cc(CNCCc3cscn3)c(-c3ccccc3Cl)n2)cc1	103	-1	-8	2.3	-2	99	-1	2	106	-4	-6
COc1ccc(C)cc1NC(=O)C(NC(=O)c1cc(OC)c(OC)c(OC)c1)C(C)C (stereo unspecified)	103	-2	0	3.9	0	104	1	3	99	4	-3
Cc1ccc(S(=O)(=O)N2CCSC2C(=O)O)cc1 (stereo unspecified)	98	-2	-1	1.2	-3	100	0	4	100	1	0
COc1ccc(OCCC(=O)NC2=NCCS2)cc1	92	-8	-16	-0.9	-2	94	-2	1	95	-9	-10
Cc1ccc(S(=O)(=O)C2(C(=O)N3CCN(C4CCCCC4)CC3)CC2)cc1	102	-4	-17	1.9	-4	101	1	7	103	-5	-10
COC(=O)c1sc(NC(=O)COc2cccc3ccccc23)nc1C	97	0	2	-1.5	0	95	6	11	94	6	7
CCN(CCN(C)C)C(=O)Cn1ncc2c1-c1cc(C)ccc1OC2	104	-3	-6	0.3	0	99	5	4	105	-5	-4
CCOC(=O)c1ccc(NC(=S)NCCCN2CCOCC2)cc1	104	-3	-8	0.6	0	105	-3	4	105	-4	-1
Cc1ccc(Nc2ccc(S(=O)(=O)N3CCOCC3)cc2[N+](=O)[O-])c(C)c1	95	-4	-7	1.1	-1	98	-3	8	100	-5	-7
Clc1ccc(/C=N/c2c(-c3ccco3)nc3ccccn23)cc1	98	0	9	0.3	3	94	9	3	98	0	3

Entries listed so far with a halogen, in the order listed:
SMILES	RGS4-Gao reg	Bim-Bcl-XL	Bfl-1 Bim block	ABCB1 block	Bim-Mcl-1	RGS7-Gao reg	Bim-Bcl-W	ABCG2 inh	RGS8-Gao	Bcl-B Bim block	Bim-Bcl-2
Cc1nn(C(C)C(=O)NCc2ccccc2Cl)c(=O)c2c1sc1ccccc12 (stereo unspecified)	101	-1	-8	0.7	0	104	0	4	98	-10	-8
CC(C)NCCCOc1ccc(Cl)cc1Br	108	0	-2	0.5	-5	110	-5	2	121	0	-1
COc1cccc(NC(=S)N(Cc2cccc(Br)c2)CC2CCC(C(=O)O)CC2)c1 (stereo unspecified)	102	-4	-4	0.1	-2	99	-4	1	102	-10	-3
O=C(c1cc([N+](=O)[O-])cc([N+](=O)[O-])c1)N(Cc1nnc(-c2ccccc2Cl)o1)C1CC1	100	-6	-6	2.4	-3	109	-4	10	102	-6	-5
COC(=O)C1CCN(C(=O)c2c(-c3ccccc3Cl)noc2C)CC1	97	-5	-8	1.0	0	98	2	2	96	-4	-5
CCc1ccc(C(C)NC(=O)Cc2ccc(F)cc2)cc1 (stereo unspecified)	97	-3	-4	1.4	-1	96	-2	1	99	-3	-4
CCOC(=O)Cc1csc(NC(=O)c2ccc(Cl)nc2)n1	98	-1	-1	-0.1	-3	101	0	-1	102	-1	0
Cc1ccc(Cl)cc1NC(=S)N1CCC(c2ccccc2)C1 (stereo unspecified)	101	0	0	0.3	1	100	3	3	103	-3	0
O=C(CCc1ccc(O)c(O)c1)NNC(=S)Nc1ccc(Br)cc1Cl	100	-2	-2	0.3	0	102	0	2	99	-11	3
FC(F)(F)c1ccc(N2CCOCC2)c(Nc2nc3ccccc3n3cnnc23)c1	100	-2	-1	1.3	1	104	-1	15	100	-5	0
O=C(O)c1ccc(CNC(=O)c2ccc(C(F)(F)F)cc2)cc1	99	-1	-11	0.4	-2	98	-4	4	103	-6	-6
O=C(Nc1ccc(N2C(=O)C3C4C=CC(C4)C3C2=O)cc1)Nc1nnc(C(F)(F)F)s1 (stereo unspecified)	95	-4	-11	-2.5	0	92	-1	-3	97	-8	-8
COc1ccc(-n2cc(CNCCc3cscn3)c(-c3ccccc3Cl)n2)cc1	103	-1	-8	2.3	-2	99	-1	2	106	-4	-6
Clc1ccc(/C=N/c2c(-c3ccco3)nc3ccccn23)cc1	98	0	9	0.3	3	94	9	3	98	0	3
